# MCF10A rerep: induces DNA re-replication in MCF 10a normal breast cells; Potency, µM (series often up to 46.1 µM), for the others: top-dose activity, positive = re-replication, most hits filed as activators; 350,000 compounds, 2.9% hits; MCF 10A DNA re-replication, Hoechst nuclear intensity, 48 h; further: potency means the concentration at half of the fitted maximal effect; % of control where 0% means no effect; nearly all actives have a fitted effect of over 50% in size
# A549 viability: counter-screen for Nrf2 inhibitors: cytotoxicity in A549 cells | A549 ARE-Fluc cells, CellTiter-Fluor viability, 18-24 h | AID 504648 | 390,000 compounds, 0.16% hits | Potency, µM (doses to about 46 µM), inactives show at the highest dose activity change, negative = cytotoxicity, usual class: inhibitors; further: potency means the concentration at half of the fitted maximal effect; on the % scale 0 is the no-effect control and ±100 the full control effect
#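 A549 ARE-Fluc cells in 5% FBS OPTI-MEM, 5000 cells/well, rested 2 h then exposed to compounds in concentration-response for 18-24 h at 37 °C. Viability by CellTiter-Fluor fluorescence (Ex 405/Em 525) after 30 min; luciferase luminescence (BugLite, 15 min, RT) read afterwards.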
# IL1B secr inh: inhibitors of inflammasome signaling (IL-1 beta secretion); THP-1 LPS/ATP IL-1B secretion, AlphaLISA, 16 h; hits give low values; activity change, % at 57.5 µM; 360,000 compounds, 4.7% hits; AID 743279; in the data active means activity change below about -50%; inconclusive means mostly about -30% to -49%; further: on the % scale 0 is the no-effect control and ±100 the full control effect
#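 THP-1 cells pretreated 1 hr with compounds (up to 57.5 uM final), then stimulated with LPS (250 ng/mL final) plus ATP (1.25 mM final); secreted IL-1B measured by AlphaLISA after 16 hr, decreased signal indicating inhibition.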
# TGFb SMAD3 inh: TGF-b pathway inhibition. HepG2 CAGA-GFP TGF-b/SMAD3 reporter, GFP fluorescence, 18 h; TGF-beta stimulated, 500 pg/mL final. Potency, µM (series often up to 46.1 µM), inactives show at the top dose activity, negative = inhibition, most hits filed as inhibitors. 410,000 compounds, 1.2% hits. AID 588855; further: potency means the concentration at half of the fitted maximal effect; on the % scale 0 is the no-effect control and ±100 the full control effect; nearly all actives have a fitted effect of over 65% in size
#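 Inhibition of TGF-beta-driven CAGA-GFP reporter expression in HEPG2 cells is measured by cellular GFP fluorescence after 18 h stimulation with 500 pg/mL recombinant TGF-beta in 1% FBS medium at 37 degrees C.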
# ATXN2 expr inh: inhibitors of ATXN2 expression; HEK-293 ATXN2-luciferase reporter, luminescence, 24 h; Potency, µM (top dose mostly 57 µM), for inactives: at the top dose activity change, negative = inhibition, most hits filed as inhibitors; 360,000 compounds, 0.72% hits; further: potency means the concentration at half of the fitted maximal effect; on the % scale 0 is the no-effect control and ±100 the full control effect; nearly all actives have a fitted effect of over 55% in size
#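 ATXN2-luciferase reporter cells (luciferase flanked by upstream and downstream ATXN2 gene portions) were treated 24 h at 37 °C with compounds at up to 57 uM. SteadyGlo luminescence gave expression; GF-AFC fluorescence gave viability.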
# HepG2 viability: kills HepG2 cells in TGF-b inhibitor counter-screen; 410,000 compounds, 0.76% hits; Potency, µM (top dose mostly 46.1 µM), inactives show at the top dose activity change, negative = cytotoxicity, hits mostly cytotoxic; HepG2 CAGA-GFP viability, ATP luminescence, 18 h; further: potency means the concentration at half of the fitted maximal effect; some results filed as inactive show a strong effect at the top dose
#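 HepG2 CAGA-GFP cells (1000/well, DMEM with 1% FBS) received compound, then TGF-beta at 500 pg/mL final, and were incubated 18 hours at 37 degrees C. Viability was read by CellTiter-Glo luminescence. Media-only wells were set as complete cell-killing and DMSO as no toxicity.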
# Nrf2 ARE act: activators of Nrf2 (ARE) signaling; AREc32 ARE-luciferase reporter (MCF7-derived line), luminescence, 24 h; Potency, µM (top dose mostly 46.1 µM), without a hit: at the highest dose activation, most hits filed as activators; 410,000 compounds, 0.31% hits; AID 624171; further: potency means the concentration at half of the fitted maximal effect; % of control where 0% means no effect; nearly all actives have a fitted effect of over 65% in size
#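 Steps: seed AREc32_Fluc cells (1000/well, 5% FBS OPTI-MEM); incubate overnight at 37 deg C; add 23 nL compound; incubate 24 hr; add Steady-Glo; hold 30 min RT; read luminescence.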
# Nrf2 inh: blocks Nrf2 signaling; A549 ARE-Fluc reporter, luciferase luminescence, 18-24 h; Potency, µM (top dose mostly 46 µM), for the others: at the highest dose activity change, negative = inhibition, most hits filed as inhibitors; 360,000 compounds, 2.1% hits; further: potency means the concentration at half of the fitted maximal effect; on the % scale 0 is the no-effect control and ±100 the full control effect; nearly all actives have a fitted effect of over 60% in size
#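 Two sequential reads on A549 ARE_Fluc cells exposed to compound for 18-24 h: a CellTiter-Fluor fluorescence read for viability, then a luciferase luminescence read for Nrf2/ARE activity.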
# ATXN viability: reduces viability in counter-screen for ATXN expression inhibitors; 400,000 compounds, 0.49% hits; S2 cells (HEK-293 line with an ATXN2-luciferase reporter) viability, CellTiter-Fluor protease fluorescence, 24 h; Potency, µM (series often up to 56.7 µM), hits mostly cytotoxic; AID 651635; further: potency means the concentration at half of the fitted maximal effect; nearly all actives have a fitted effect of over 40% in size
# * marks the source's active call; other numbers are inactive results; i = inactive; u = inconclusive; x = no result given; [ ] = dose if it differs, or a comment. Unless noted, the call rests on the fitted dose curve; in most records, active means well fitted curve in the direction sought with a large enough effect; inconclusive means small, poorly fitted or top-dose-only effect, or another doubt; inactive means no such curve, though single readings can be large; an effect the other way counts as inactive or inconclusive.
1) CCOC(=O)N1CCC(N2C(=O)c3ccc(C(=O)Nc4ccc(F)cc4F)cc3C2=O)CC1
2) CCOC(=O)c1cc(=O)n2c(nc3ccccc32)[nH]1
3) CN1CCNC(=O)C1CC(=O)NCC1(c2ccccc2)CCCCC1 (stereo not given)
4) CCOc1cc(-c2nc(-c3ccc(Br)cc3)no2)cc(OCC)c1OCC
5) CC(=O)c1ccc(NC(=O)C(C)N(C)CC(=O)Nc2ccc(Cl)cc2)cc1 (stereo not given)
6) COCC1CCN(C(=O)c2cc(COc3cncc(Cl)c3)on2)C1 (stereo not given)
7) C=CCN(CC=C)C(=O)c1ccncc1
8) C[C@]12c3[nH]c4cc(-c5ccco5)ccc4c3CCN1C(=O)[C@@H](CC(=O)NCCCn1ccnc1)C[C@@H]2C(=O)N1CCCCC1

entry no.	1	2	3	4	5	6	7	8
MCF10A rerep	0%	-3%	29%	x	14%	-2%	6%	-21%
A549 viability	-2%	8%	1%	6%	2%	1%	-9%	-3%
IL1B secr inh	5	26	-4	x	u	21	-2	u
TGFb SMAD3 inh	-2%	u	7%	2%	0%	2%	2%	-29%
ATXN2 expr inh	8%	15%	x	3%	-12%	2%	-2%	5%
HepG2 viability	-3%	1%	-9%	-8%	-2%	1%	1%	-9%
Nrf2 ARE act	0.0%	7.9%	-0.4%	2.5%	2.1%	-0.2%	0.0%	4.9%
Nrf2 inh	u	24%	-17%	23%	1%	-25%	0%	-5%
ATXN viability	i	i	i	i	i	i	u	i

# Overlap with the part before: 4 compounds, followed by the next part.
5) CC(=O)c1ccc(NC(=O)C(C)N(C)CC(=O)Nc2ccc(Cl)cc2)cc1 (stereo not given)
6) COCC1CCN(C(=O)c2cc(COc3cncc(Cl)c3)on2)C1 (stereo not given)
7) C=CCN(CC=C)C(=O)c1ccncc1
8) C[C@]12c3[nH]c4cc(-c5ccco5)ccc4c3CCN1C(=O)[C@@H](CC(=O)NCCCn1ccnc1)C[C@@H]2C(=O)N1CCCCC1
9) Cc1ccc(CNS(=O)(=O)c2c(C)[nH]c(C)c2C(=O)N2CCCCC2)o1
10) CCOc1ccc2nc(NC(=O)CSc3nnc(-c4ccncc4)n3CC3CCCO3)sc2c1 (stereo not given)
11) Cc1ccccc1-c1nc(SCC(=O)NCc2ccc(F)cc2)c2c(=O)n(C)c(=O)n(C)c2n1
12) CCOc1ccccc1CN1CCNC(=O)C1CC(=O)NCCCn1cccn1 (stereo not given)
13) O=C(NC1CC1)c1scc2c1OCCO2
14) N#Cc1c(N2CCN(c3ccc([N+](=O)[O-])cc3)CC2)[n+](=O)c2ccc(Cl)cc2n1[O-]
15) NNC(=O)C(=O)/C=C1\NC2(CCCC2)Cc2ccccc21
16) CN(C(=O)CN1CCN(c2ccc([N+](=O)[O-])cn2)CC1)c1ccccc1

entry no.	5	6	7	8	9	10	11	12	13	14	15	16
MCF10A rerep	14%	-2%	6%	-21%	2%	10%	x	0%	-2%	u	14%	-2%
A549 viability	2%	1%	-9%	-3%	-9%	-2%	6%	0%	-6%	-30%	-5%	u
IL1B secr inh	u	21	-2	u	-9	-11	x	-3	6	-2	-7	u
TGFb SMAD3 inh	0%	2%	2%	-29%	18%	-30%	-19%	18%	-7%	-12%	0%	-22%
ATXN2 expr inh	-12%	2%	-2%	5%	16%	47%[activator]	-3%	6%	4%	u	-4%	x
HepG2 viability	-2%	1%	1%	-9%	10%	-19%	3%	1%	-1%	-9%	10%	-30%
Nrf2 ARE act	2.1%	-0.2%	0.0%	4.9%	-0.7%	2.7%	-1.2%	-0.8%	-1.4%	5.9%	-0.6%	-1.1%
Nrf2 inh	1%	-25%	0%	-5%	11%	u	x	1%	-18%	u	-18%	u
ATXN viability	i	i	u	i	i	i	i	i	i	u	i	u

17) O=c1[nH]c2ccccc2nc1-c1ccc(Cl)cc1
18) Cc1cc(OCC(=O)OCC(=O)N2c3ccccc3NC(=O)C2(C)C)ccc1Cl
19) Nc1ccc(C(=O)OCC(=O)Nc2cccc(S(=O)(=O)NC3=NCCCCC3)c2)cc1[N+](=O)[O-]
20) CCc1nnc(NC(=O)/C=C/c2cccs2)s1
21) COc1ccc(/C=C/C(=O)NC2CC3CCC2C3)cc1 (stereo not given)
22) O=C(CSc1nnc(-c2ccc(O)cc2)o1)Nc1ccc2c(c1)OCCO2
23) S=C(NCc1ccc2c(c1)OCO2)Nc1ccc(-c2nc3ccccc3[nH]2)cc1
24) Cc1ccc(CSC2=NCCN2C(=O)c2ccc([N+](=O)[O-])cc2)cc1

entry no.	17	18	19	20	21	22	23	24
MCF10A rerep	8%	1%	-5%	-5%	15%	4%	u	-2%
A549 viability	-14%	5%	-15%	-4%	-2%	0%	-4%	2%
IL1B secr inh	-6	3	-4	-5	-21	15	u	34
TGFb SMAD3 inh	31%[activator]	23%	11%	0%	11%	-10%	0%	-4%
ATXN2 expr inh	37%[activator]	0%	-14%	59%[activator]	16%	36%[activator]	2%	-14%
HepG2 viability	17%	8%	-16%	31%	-20%	-46%	-24%	4%
Nrf2 ARE act	4.5%	-0.1%	2.5%	9.3%	4.3%	-0.1%	6.7%	-0.4%
Nrf2 inh	u	18%	27%	1%	5%	u	u	6%
ATXN viability	i	i	i	i	i	i	i	i

25) COc1ccc(CC2(CO)CCN(S(=O)(=O)c3c(C)nn(C)c3Cl)CC2)cc1
26) COCCN(C(=O)CSc1nnc(-c2ccccc2OC)o1)c1c(N)n(CC(C)C)c(=O)[nH]c1=O
27) CCc1ccc([C@@H]2C[C@H]3[C@@H](CN2S(=O)(=O)c2ccc(C)cc2)C(=O)C[C@@H](c2ccc(C)cc2)N3S(=O)(=O)c2ccc(C)cc2)cc1
28) CCC1CCCCN1C(=O)Cn1c(C(=O)OC)cc2sc(Cl)cc21 (stereo not given)
29) Cc1ccc(CNC(=O)c2ccc(N3CCC4(CC3)CC(c3cccc(Br)c3)=NO4)c(NC(=O)c3ccc(Br)cc3)c2)cc1
30) Cc1[nH]c2c(C)cccc2c1CCNC(=O)c1cc2ccccc2oc1=O
31) Cc1cccc(Oc2ccc(N)cc2)c1
32) O=C(Nc1ccccc1Cl)c1cc(S(=O)(=O)N2CCOCC2)cs1

entry no.	25	26	27	28	29	30	31	32
MCF10A rerep	3%	-2%	x	7%	-24%	x	3%	-3%
A549 viability	-4%	-6%	x	-7%	7%	-1%	x	2%
IL1B secr inh	41	3	91	10	-1	x	-9	7
TGFb SMAD3 inh	3%	u	5%	10%	-5%	-2%	1%	0%
ATXN2 expr inh	3%[11.3 µM]	5%	10%	2%	4%	-4%	18%	x
HepG2 viability	-9%	-21%	-16%	8%	-10%	-13%	2%	-3%
Nrf2 ARE act	0.5%	27%	-0.8%	4.2%	-0.3%	-1.1%	1.8%	-0.6%
Nrf2 inh	2%	8%	x	-20%	11%	3%	-33%	4%
ATXN viability	i	i	i	i	i	i	i	x

33) CCOC(=O)C1=C(COC(=O)CCCOc2ccccc2)NC(=O)NC1C (stereo not given)
34) O=C(CN1CCN(c2cccc(Cl)c2)CC1)Nc1ccc(S(=O)(=O)N2CCOCC2)cc1
35) Cn1c(NCC2CCCO2)nc2c1c(=O)n(Cc1ccccc1)c(=O)n2C (stereo not given)
36) Cc1c(NC(=O)c2cc(-c3cccs3)nc3ccccc23)c(=O)n(-c2ccccc2)n1C
37) O=C(O)CCC(=O)c1ccc2c(c1)OCCCO2
38) O=C(Nc1ccc(F)cc1F)c1ccc(S(=O)(=O)NCc2ccco2)cc1
39) O=C(O)CCSc1ccccn1
40) O=C(NCc1ccco1)c1ccc(Cn2c(=O)c3sccc3n(Cc3ccc(F)cc3)c2=O)cc1

entry no.	33	34	35	36	37	38	39	40
MCF10A rerep	-1%	11%	-6%	-1%	-190%[0.0737 µM]	-3%	-6%	2%
A549 viability	0%	1%	-3%	6%	-5%	-5%	9%	7%
IL1B secr inh	19	u	4	-89*	-1	3	33	-3
TGFb SMAD3 inh	-10%	0%	-6%	-1%	-5%	5%	0%	5%
ATXN2 expr inh	0%	u	-1%	x	5%	-6%	-3%	-15%
HepG2 viability	5%	-14%	7%	8%	-5%	4%	-1%	-8%
Nrf2 ARE act	0.2%	-0.4%	0.3%	-0.6%	0.3%	5.2%	-0.4%[9.22 µM]	3.7%
Nrf2 inh	1%	u	11%	17%	3%	-4%	1%	u
ATXN viability	u	i	i	i	i	i	i	i

41) CCCCn1c(SCC(=O)Nc2cccc(OC)c2)nc2ccsc2c1=O
42) CN(Cc1ccccc1F)C(=O)c1ccc(NC(=O)CC2SC(N3CCCCC3)=NC2=O)cc1 (stereo not given)
43) NC(=S)Nc1ccccc1Br
44) Cc1ccc(C(=O)OCC(=O)Nc2ccc3[nH]c(=O)[nH]c3c2)cc1[N+](=O)[O-]
45) O=C(Nc1ccc(Br)cc1F)N1CC=C(c2c[nH]c3ccccc23)CC1
46) COc1ccc(CNC(=O)CCN2C(=O)c3ccccc3C2=O)cc1OC
47) O=C(CCCn1nnc2ccccc2c1=O)N[C@@H](Cc1ccccc1)C(=O)O
48) CCC(Sc1nncn1C)C(=O)Nc1ccccc1OC (stereo not given)

entry no.	41	42	43	44	45	46	47	48
MCF10A rerep	x	7%	-2%	3%	x	11%	-7%	-6%
A549 viability	2%	7%	3%	1%	-4%	4%	0%	0%[1.84 µM]
IL1B secr inh	x	-8	4	11	x	0	18	15
TGFb SMAD3 inh	0%	-23%	6%	-16%	u	20%	-3%	7%
ATXN2 expr inh	x	4%	-17%	-2%	x	1%	8%	-2%
HepG2 viability	-26%	2%	-2%	5%	-37%	0%	3%	-1%
Nrf2 ARE act	0.8%	2.5%	0.2%	0.4%	6.6%	-0.5%	0.0%	-0.7%
Nrf2 inh	x	15%	2%	11%	17%	4%	3%	7%
ATXN viability	x	u	i	i	x	i	i	i
